Assay outcomes deposited in PubChem by several laboratories.
AI-2 QS modul = Vibrio harveyi AI-2 quorum sensing modulators, primary screen, JMH597 strain, luminescence/OD600 ratio. Vibrio harveyi JMH597 AI-2 luminescence/OD600 ratio, 9 h; hits give low values; strain lacks LuxN and CqsS sensors; 0 = neutral-control median. activity change, % at 7.5 µM. actives 0.4% (n = 300,000); in the data active = activity change below about -75%, passing the limit was not always enough;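 note: luminescence divided by OD600 gain over 9 h not by final OD600 alone; inactives centre near 13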
GSK3A inh = blockers of GSK3A enzyme activity – biochemical, luminescence, cell-free homogeneous, HTS, primary screen; inhibition, % at 10 µM; actives 0.1% (n = 320,000); GSK-3 alpha kinase, ADP-Glo luminescence, 60 min; Glycogen synthase kinase-3 alpha (Homo sapiens), P49840;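 in the data active = inhibition above about 50%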;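 note: GST-tagged GSK-3 alpha with peptide substrate and 25 µM ATP; 0% = DMSO neutral wells and 100% = GW8510 positive control wells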
Target sequence (P49840 whole entry, looked up): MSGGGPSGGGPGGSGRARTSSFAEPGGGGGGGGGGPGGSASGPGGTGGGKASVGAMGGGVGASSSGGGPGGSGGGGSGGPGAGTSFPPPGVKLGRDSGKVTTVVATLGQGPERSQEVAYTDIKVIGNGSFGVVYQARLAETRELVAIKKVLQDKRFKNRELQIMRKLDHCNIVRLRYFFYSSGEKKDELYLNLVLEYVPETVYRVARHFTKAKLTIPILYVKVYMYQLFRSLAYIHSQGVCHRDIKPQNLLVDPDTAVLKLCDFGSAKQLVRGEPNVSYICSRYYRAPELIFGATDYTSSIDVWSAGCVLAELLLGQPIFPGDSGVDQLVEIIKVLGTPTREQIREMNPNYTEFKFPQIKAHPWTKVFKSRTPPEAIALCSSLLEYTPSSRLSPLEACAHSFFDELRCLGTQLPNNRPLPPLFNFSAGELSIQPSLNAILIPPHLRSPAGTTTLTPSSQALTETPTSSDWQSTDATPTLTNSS
PolyA inhibitor = polyadenylation inhibitors in yeast reporter cells, primary screen, luminescence, S. cerevisiae | calls only at 12 µM | actives 0.02% (n = 300,000) | AID 1875, 2009 | S. cerevisiae SKY197-pL101 polyadenylation reporter, beta-gal luminescence; efflux-impaired pdr1/pdr3 knockout yeast; score 100 = 6 SD above DMSO;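 active = lowest replicate activity score at least 50, where 100 means six control SD above control mean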;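 note: yeast exposed to compound for 9 h at 30 °C; higher score means more reporter readthrough which indicates perturbed polyadenylation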
HSF1 activator = HSF-1 activators, primary screen, NIH3T3-HGL cells, MG132 stress, luminescence, single point; NIH3T3-HGL HSF-1 luciferase reporter, 8 h; 100% = twice DMSO control signal; activation, % at 9 µM; actives 1.7% (n = 300,000);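 active = mean replicate activation of at least 50% with a set share of replicates each reaching 50%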;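 note: 0% = median of the neutral control wells and 100% = twice that signal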
HSP90 refold inh = HSP90 inhibitors, primary screen, cell lysate, luminescence. inhibition, % at 5.6 µM. actives 0.91% (n = 290,000). Rabbit reticulocyte lysate, luciferase refolding luminescence, 3 h;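 active = inhibition above the screen-wide mean plus 3 SD, computed separately per campaign, cut at about 16% in these data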;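 note: 0% = DMSO wells and 100% = 60 µM geldanamycin wells; inhibitors lower the luminescence because luciferase stays unfolded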
HSF1 inhib = HSF1 inhibitors in luciferase reporter cells, primary screen, cell-based, NIH3T3, luminescence; NIH3T3-HGL HSE-luciferase, MG132-induced, luminescence 8 h; hits give low values; activity change, negative = inhibition, % at 7.5 µM (by protocol); actives 0.77% (n = 300,000);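 active = more than half of replicate wells show activity change below -50%, luminescence cut by over half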;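 note: luciferase reports HSF-1 transcriptional activity via heat shock element; 0% = median of DMSO wells and -100% = zero luminescence signal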
HDAC3 inh = HDAC3 deacetylase inhibitors, primary screen, biochemical, fluorescence, cell-free homogeneous. inhibition, % at 8.3 µM. actives 0.15% (n = 320,000). recombinant HDAC3, fluorogenic peptide/trypsin coupled; in the data active = inhibition above about 26%, passing the limit was not always enough
Target sequence (O15379 whole entry, looked up): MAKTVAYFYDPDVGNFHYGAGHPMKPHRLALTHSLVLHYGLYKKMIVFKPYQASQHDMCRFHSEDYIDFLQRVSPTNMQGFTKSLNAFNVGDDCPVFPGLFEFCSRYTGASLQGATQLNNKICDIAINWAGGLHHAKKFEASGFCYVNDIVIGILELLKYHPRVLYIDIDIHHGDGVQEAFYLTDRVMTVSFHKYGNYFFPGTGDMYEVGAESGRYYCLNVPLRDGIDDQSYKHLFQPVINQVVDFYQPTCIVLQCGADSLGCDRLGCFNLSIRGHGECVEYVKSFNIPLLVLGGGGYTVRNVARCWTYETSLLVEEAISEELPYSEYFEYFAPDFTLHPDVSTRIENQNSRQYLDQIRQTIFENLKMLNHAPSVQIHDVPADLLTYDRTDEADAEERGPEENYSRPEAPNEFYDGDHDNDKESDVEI
Platelet DG rel = inhibitors of platelet dense granule secretion, primary screen, cell-based, MLPCN, human platelets; human platelet-rich plasma, SFLLRN dense granule ATP release, luminescence; inhibition, %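 (compounds screened at 7.5 µM in platelet-rich plasma)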; actives 0.22% (n = 300,000);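 active = mean replicate score, as percent of positive control, at or above 50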
GSK3beta inhib = human GSK3beta kinase inhibitors, primary screen, biochemical, cell-free homogeneous, HTS; Glycogen synthase kinase-3 beta (Homo sapiens), P49841; GST-GSK3beta kinase, ADP-Glo luminescence, 60 min; hits give low values; activity score (negative = inhibition), % at 10 µM; actives 0.038% (n = 300,000); AID 2097, 2009;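 active = more than half of replicate wells score below -50%, meaning over 50% inhibition versus plate controls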;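 note: 0% = median DMSO wells and -100% = median GW8510 positive control wells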
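Assay system: GST-tagged human GSK3beta kinase, cell-free; Input: 1.6 ng GSK3beta; Medium: Tris/MgCl2 kinase buffer; Timing: 60 min enzyme reaction, room temperature; Signal: ADP-Glo luminescence quantifying ADP generated by kinase; Evaluation: score relative to plate controls; Benchmarks: DMSO neutral wells and GW8510 at 20 µM as positive.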
Dyrk1A ADPGlo = rat Dyrk1A kinase inhibitors, primary screen, biochemical, single point, plate reader; Dual specificity tyrosine-phosphorylation-regulated kinase 1A (Rattus norvegicus), Q63470; inhibition, % at 12.5 µM; actives 0.43% (n = 310,000); ADP-Glo luminescence, NFATc1 peptide; in the data active = inhibition above about 50%;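 note: plate controls were vehicle with enzyme for no effect and no enzyme for full effect; many of its hits are not listed in these tables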
The depositor's hits bear a star; i = inactive; x = no result given.

SMILES	AI-2 QS modul	GSK3A inh	PolyA inhibitor	HSF1 activator	HSP90 refold inh	HSF1 inhib	HDAC3 inh	Platelet DG rel	GSK3beta inhib	Dyrk1A ADPGlo
C=CCOc1nc2c(c(=O)n(C)c(=O)n2C)n1C	9	-3	i	-13	1	-7	0	5	1	2
Cc1cc(NC(=O)CSc2nnc(-c3ccccc3Cl)o2)no1	16	-1	x	47	-3	11	6	1	2	1
O=C(Oc1ccc(/C=N/O)cc1)c1ccccc1Cl	-16	-4	i	25	-5	11	0	-3	-2	13
O=C(Cc1ccsc1)N1CCN(S(=O)(=O)c2cccc(F)c2)CC1	19	0	i	-5	x	-3	11	5	3	4
Cc1noc(N)c1C(=O)Nc1ccc(F)cc1	8	1	i	-8	5	-5	3	0	1	0
COC(=O)c1cc(S(=O)(=O)NCc2ccc(F)cc2)cn1C	4	-1	i	-63	0	-53*	-1	2	1	-1
NC(=O)CC1SC(N)=NC1=O (centres undefined)	4	-2	i	0	3	2	-5	-15	-5	6
Cc1ccc(-c2ccc(=O)n(CC(=O)NCC3COCCO3)n2)cc1 (centres undefined)	23	-2	i	3	1	-3	-2	-9	2	-3
Cc1ccc(CNC(=O)c2sc3ccc(S(=O)(=O)N4CCCCC4)cc3c2N)cc1	6	x	i	29	0	13	12	3	2	x
CN(CCOc1ccccc1)S(=O)(=O)c1ccc2oc3ccccc3c2c1	-8	-1	i	-2	-2	-3	-1	1	-2	1
Cc1cc(C(=O)NCc2ccccc2F)c2ccccc2n1	22	-1	i	3	1	8	-2	9	2	-1
Cc1ccc(NC(=O)c2cnn(-c3ccccc3)c2C)cc1	10	-3	i	72*	11	37	3	13	-1	-2
CCOC(=O)CCNC(=O)N1CCCC(N2CCN(c3ccc(OC)cc3)CC2)C1 (centres undefined)	8	-5	i	5	-5	-8	0	6	-3	4
Cc1cc(C)cc(OCC(O)CN2CCC(CN3C(=O)c4cccc5cccc(c45)C3=O)CC2)c1 (centres undefined)	12	-3	i	5	x	2	3	-3	1	-5
Cc1ccc(-n2nc(CC#N)c(C#N)c2N)cc1	28	-2	i	-1	-1	-1	3	5	0	4

As entered above:
Under AI-2 QS modul, `Cc1ccc(-c2ccc(=O)n(CC(=O)NCC3COCCO3)n2)cc1` (centres undefined) is entered as 23
Under HDAC3 inh, `O=C(Cc1ccsc1)N1CCN(S(=O)(=O)c2cccc(F)c2)CC1` is entered as 11

Additional structures.
SMILES	AI-2 QS modul	GSK3A inh	PolyA inhibitor	HSF1 activator	HSP90 refold inh	HSF1 inhib	HDAC3 inh	Platelet DG rel	GSK3beta inhib	Dyrk1A ADPGlo
CC1(c2ccc(Cl)cc2)NC(=O)N(CC(=O)N2CCN(S(=O)(=O)c3ccccc3)CC2)C1=O (centres undefined)	22	-1	x	-3	x	7	5	8	-1	-1
CCOc1ccc(C(=O)C(C)=O)c(OCC)c1	18	-2	i	5	1	-1	-3	-1	-3	-2
Fc1ccc(-c2n[nH]c(=S)n2/N=C/c2c[nH]c3ccccc23)cc1	6	-3	i	27	0	3	-3	-7	-1	4
O=c1cc(O)c(-c2ccccc2Cl)c(Cl)[nH]1	5	0	i	-1	13	-3	0	x	2	-3
COc1cc2ncnc(NCc3ccc(C)o3)c2cc1OC	8	0	i	-52	3	-38	1	12	-1	7
COc1cc(C2Nc3ccccc3NC3=C2C(=O)CC(C)(C)C3)cc(OC)c1OC (centres undefined)	-1	1	i	-6	4	-6	5	1	-2	0
CN(/N=C/c1ccc([N+](=O)[O-])o1)c1ccccc1	24	-1	i	31	2	31	12	-1	-4	-4
CCN(CC)S(=O)(=O)c1ccc(/C=C/C(=O)OCC(=O)N(C(C)C)C(C)C)cc1	14	-3	i	-2	-1	-2	4	2	1	x
O=C(Nc1ccc(N2CCOCC2)cc1)C1CCN(S(=O)(=O)c2ccc3c(c2)OCCO3)CC1	19	-3	i	-7	4	-10	4	3	0	x
CC(C)Oc1ccc(CNC(=O)c2cc(S(=O)(=O)N3CCOCC3)cn2C)cc1	16	-2	i	11	-4	0	1	7	1	3
C#CCOCCOCCOCCNc1nc(N2CCN(C(=O)[C@H](CCCCN)n3cc([C@@H](N)C(C)CC)nn3)CC2)nc(N2CCN(C(=O)[C@H](CCCCN)n3cc([C@@H](N)CO)nn3)CC2)n1 (some centres undefined)	12	3	i	-9	1	-6	-10	7	-14	x
COc1ccc(S(=O)(=O)N(CC(=O)NC2CC2)c2ccc(C)cc2)cc1OC	-8	-2	i	-9	-1	1	-1	0	-1	8
O=C(CNC(=O)c1ccc(S(=O)(=O)N2CCCC2)cc1)N/N=C/c1ccccc1	26	-1	i	-11	-4	0	0	0	1	7
COc1ccc2oc(C(=O)OCC(=O)Nc3ccccc3OC)c(C)c2c1	11	-1	i	-8	x	-17	-1	3	1	-2
Cc1ccccc1NC(=S)NCCc1ccccn1	7	1	i	-1	-1	-6	1	-11	-2	-5

An excerpt from further up, as a working copy:
SMILES	AI-2 QS modul	GSK3A inh	PolyA inhibitor	HSF1 activator	HSP90 refold inh	HSF1 inhib	HDAC3 inh	Platelet DG rel	GSK3beta inhib	Dyrk1A ADPGlo
CC1(c2ccc(Cl)cc2)NC(=O)N(CC(=O)N2CCN(S(=O)(=O)c3ccccc3)CC2)C1=O (centres undefined)	22	-1	x	-3	x	7	5	8	-1	-1
CCOc1ccc(C(=O)C(C)=O)c(OCC)c1	18	-2	i	5	1	-1	-3	-1	-3	-2
Fc1ccc(-c2n[nH]c(=S)n2/N=C/c2c[nH]c3ccccc23)cc1	6	-3	i	27	0	3	-3	-7	-1	4
O=c1cc(O)c(-c2ccccc2Cl)c(Cl)[nH]1	5	0	i	-1	13	-3	0	x	2	-3
COc1cc2ncnc(NCc3ccc(C)o3)c2cc1OC	8	0	i	-52	3	-38	1	12	-1	7
COc1cc(C2Nc3ccccc3NC3=C2C(=O)CC(C)(C)C3)cc(OC)c1OC (centres undefined)	-1	1	i	-6	4	-6	5	1	-2	0
CN(/N=C/c1ccc([N+](=O)[O-])o1)c1ccccc1	24	-1	i	31	2	31	12	-1	-4	-4
CCN(CC)S(=O)(=O)c1ccc(/C=C/C(=O)OCC(=O)N(C(C)C)C(C)C)cc1	14	-3	i	-2	-1	-2	4	2	1	x
O=C(Nc1ccc(N2CCOCC2)cc1)C1CCN(S(=O)(=O)c2ccc3c(c2)OCCO3)CC1	19	-3	i	-7	4	-10	4	3	0	x
CC(C)Oc1ccc(CNC(=O)c2cc(S(=O)(=O)N3CCOCC3)cn2C)cc1	16	-2	i	11	-4	0	1	7	1	3
C#CCOCCOCCOCCNc1nc(N2CCN(C(=O)[C@H](CCCCN)n3cc([C@@H](N)C(C)CC)nn3)CC2)nc(N2CCN(C(=O)[C@H](CCCCN)n3cc([C@@H](N)CO)nn3)CC2)n1 (some centres undefined)	12	3	i	-9	1	-6	-10	7	-14	x
COc1ccc(S(=O)(=O)N(CC(=O)NC2CC2)c2ccc(C)cc2)cc1OC	-8	-2	i	-9	-1	1	-1	0	-1	8

(next part)
SMILES	AI-2 QS modul	GSK3A inh	PolyA inhibitor	HSF1 activator	HSP90 refold inh	HSF1 inhib	HDAC3 inh	Platelet DG rel	GSK3beta inhib	Dyrk1A ADPGlo
Cc1cc(C)nc(NC2=NCC(=O)N2c2ccccc2)n1	2	-1	i	-4	-3	-5	-1	-4	0	4
Cc1[nH]c(C)c(S(=O)(=O)Nc2ccc(F)cc2Cl)c1C(=O)N1CCCC1	-4	-1	i	30	2	2	-8	-2	-3	-4
Cc1cccc(-c2cc(=O)c(C(=O)O)cn2-c2ccc(F)cc2F)c1	37	x	i	7	x	-5	5	-6	0	15
CCCCOc1ccc(N(CC(=O)NC2CCCC2)C(=O)CCC(=O)Nc2ccccn2)cc1	19	3	i	13	-1	-2	1	-5	1	-5
COc1ccc(Cc2nnc(NC(=O)c3cccs3)s2)cc1OC	7	0	i	-10	-3	-3	1	2	-1	-4
C/C(=N/NC(=O)c1ccc(C)s1)c1ccncc1	10	41	i	5	-4	3	6	7	-4	7
Cc1c(C(=O)N2CCCC2)sc(NC(=O)c2ccc(Cl)cc2)c1C#N	16	-1	i	2	2	-3	4	58*	-1	8
CS(=O)(=O)c1ccc2nnn(OCC(=O)Nc3ccc(Br)cc3Br)c2c1	17	-2	i	24	3	17	-7	1	-1	-5
O=C(N=C1SC2CS(=O)(=O)CC2N1c1ccc(Br)cc1Cl)C1CC1 (centres undefined)	1	1	i	2	1	-1	-2	-1	2	-5
O=C(O)CC(CC(=O)Nc1ccc(C(=O)O)cc1)c1ccccc1 (centres undefined)	32	-5	i	-1	3	-3	x	0	0	0
Cc1ccccc1C(=O)Nc1c(C(=O)N2CCN(C)CC2)cnn1-c1ccccc1	21	-1	i	0	-1	1	-6	0	-2	-6
COc1ccc(OC)c(NC(=O)CCN2CCN(Cc3ccccc3)CC2)c1	23	-6	i	-6	3	-10	1	0	-1	x
COc1cc(OC)c(OC)cc1/C=N/Nc1ncnc2c1[nH]c1ccc(C)cc12	23	-3	i	-6	-6	-6	-15	-3	-1	-2
CCOc1ccccc1C1CC(=O)Nc2cc3c(cc21)OCCO3 (centres undefined)	11	-2	i	-35	1	-32	0	-5	1	2
Cc1cnc(C(=O)OCC(=O)N2c3ccccc3CC2C)cn1 (centres undefined)	4	-1	i	15	-3	-1	4	2	-25	0
O=C(O)CCC(=O)Nc1sc2c(c1C(=O)Nc1ccccc1)CCCCC2	27	-2	i	22	3	16	7	10	-22	-1
COc1ccc(CCN2C(=O)/C(=C\c3ccco3)SC2=S)cc1OC	0	x	i	6	2	-1	x	-4	2	5
COC(=O)CCCN=C1SCCN1Cc1ccccc1	20	0	i	-12	3	2	-2	-12	-1	-5
COc1cc(/C=C/CO)ccc1O[C@@H]1O[C@H](CO)[C@@H](O)[C@H](O)[C@H]1O	4	-2	i	12	x	1	-2	7	-22	5
C=CCNC(=O)C(=O)N/N=C/c1ccco1	12	1	i	-22	5	-1	5	-12	1	-4
CC(C)N1C(=O)C(O)(C2COC(C)(C)CC2=O)c2ccccc21 (centres undefined)	15	-1	i	1	-1	3	1	0	2	2
Cc1ccc(CCNC(=O)C2CCCN(S(=O)(=O)c3cnc[nH]3)C2)cc1 (centres undefined)	54	8	i	0	-1	0	1	3	-1	-11
COc1ccc(CN2C(=O)NC3(CCOc4ccccc43)C2=O)cc1F (centres undefined)	20	-1	i	26	-1	6	8	5	-1	2
COc1ccc(OC)c(NC(=O)C2CCN(S(C)(=O)=O)CC2)c1	25	1	i	-16	-2	-8	-5	3	1	2

Not all compounds are listed. The share of hits here may be higher or lower than overall.
